Bioassay records as filed in PubChem BioAssay.
PP5 primary: inhibitors of human protein phosphatase 5 (PP5); P53041; purified PP5c, OMFP substrate fluorescence; inhibition, % at 6.7 µM; actives 0.18% (n = 320,000);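 active means inhibition above the campaign's mean inhibition across all tested compounds plus 3 SD, cut at about 9.5% in these data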;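 further: 0% = DMSO only and 100% = 100 µM cantharidin control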
JMJD2C inh: inhibitors of human GASC-1 (JMJD2C) demethylase; Q9H3R0; inhibition, % at 2.35 µM; actives 0.069% (n = 330,000); GST-JMJD2C(1-420) H3K9me3 demethylation, DELFIA europium;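 active means more than half of a compound's replicate wells show inhibition beyond 50%, single wells judged on their own value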;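 further: signal counts dimethyl H3K9 product captured on neutravidin plate; 0% = median of DMSO wells and 100% = 0.3 times that DMSO median; strong numbers were not always called active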
Target sequence (Q9H3R0 1-420 limits assumed): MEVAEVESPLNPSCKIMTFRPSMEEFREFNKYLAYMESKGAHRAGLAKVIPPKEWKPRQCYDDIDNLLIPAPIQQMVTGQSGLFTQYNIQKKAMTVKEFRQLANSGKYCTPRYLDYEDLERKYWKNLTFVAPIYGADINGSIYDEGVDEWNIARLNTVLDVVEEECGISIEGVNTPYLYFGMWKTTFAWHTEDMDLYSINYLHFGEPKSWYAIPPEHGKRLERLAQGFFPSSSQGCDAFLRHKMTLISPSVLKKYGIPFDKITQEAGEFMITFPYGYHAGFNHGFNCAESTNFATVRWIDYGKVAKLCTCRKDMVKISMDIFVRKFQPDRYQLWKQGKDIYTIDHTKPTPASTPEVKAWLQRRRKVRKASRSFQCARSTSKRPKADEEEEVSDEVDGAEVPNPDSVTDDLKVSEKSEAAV
Fh CTSL1 inh: counter-screen for PFM18AAP inhibitors: inhibitors of F. hepatica cathepsin L1; recombinant F. hepatica cathepsin L1, Z-Leu-Arg-MCA fluorescence; inhibition, % at 5.96 µM; actives 0.49% (n = 300,000);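 active means inhibition above the mean of all tested compounds plus 3 SD, set per screening campaign, cut at about 17% in these data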;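 further: 0% = plate median of test compound wells and 100% = 1 µM Z-Phe-Ala-diazomethylketone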
LYPLA2 inh: counter-screen for PME1 inhibitors: inhibitors of human LYPLA2 | actives 0.38% (n = 320,000) | O95372 | inhibition, % at 5.9 µM | AID 2177 | recombinant LYPLA2, FP-Rh probe fluorescence polarization;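 active means inhibition above the screen-wide mean plus 3 SD, limit set per campaign, cut at about 26% in these data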;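 further: 0% = LYPLA2 with DMSO and 100% = wells lacking LYPLA2 enzyme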
Target sequence (O95372 whole entry, looked up): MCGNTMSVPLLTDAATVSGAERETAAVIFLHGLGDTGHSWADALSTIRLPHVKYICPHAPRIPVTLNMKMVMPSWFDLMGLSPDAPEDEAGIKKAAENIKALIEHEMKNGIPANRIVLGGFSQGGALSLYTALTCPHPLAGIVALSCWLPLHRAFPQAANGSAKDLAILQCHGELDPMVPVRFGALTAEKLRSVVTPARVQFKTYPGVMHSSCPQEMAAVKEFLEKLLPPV
PREPL inh: inhibitors of human prolyl oligopeptidase-like enzyme PREPL; Q4J6C6; recombinant PREPL, fluorescence polarization activity-based probe; AID 2751; inhibition, % at 5.96 µM; actives 0.68% (n = 320,000); in the data active means inhibition above about 43%;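 further: 0% = enzyme with DMSO and 100% = wells lacking enzyme; many of its hits are not listed in these tables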
core dimer inh: blocks dimerization of HCV core protein; actives 0.33% (n = 300,000); inhibition, % at 5 µM; TR-FRET GST/Flag-core106 dimerization, 1536-well;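 active means inhibition above the mean of all tested compounds plus 3 SD, set per screening campaign, cut at about 45% in these data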
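Test system: GST/Flag-tagged HCV core106 proteins; Medium: KF-containing HEPES buffer, pH 7.45, DTT, CHAPS, BSA; Times: compound-protein-antibody incubation 4 h at 22.5 °C; Detection: TR-FRET 671 and 617 nm emission; Benchmarks: wells lacking GST-core106 and wells with excess unlabelled core106.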
Efflux pump mplx: antifungal efflux pump inhibition, Nile Red retention | S. cerevisiae Candida pump triplex | inhibition, % at 10 µM | actives 0.44% (n = 330,000);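 active means plate passing quality check with inhibition over a set limit, or well fluorescence over plate mean plus 4 SD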;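 further: Nile Red retained in pooled yeast measured as flow cytometry median fluorescence; 0% = buffer negative control and 100% = Enniatin B positive control; higher means more Nile Red kept so more efflux inhibition; some compounds called inactive have numbers as strong as hits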
PP1 inh: counter-screen for PP5 inhibitors: inhibitors of human PP1-alpha. actives 0.9% (n = 320,000). P62136. inhibition, % at 6.7 µM. purified PP1alpha, OMFP fluorescence;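 active means inhibition above the mean inhibition of all tested compounds plus 3 SD, computed separately for each screening campaign, cut at about 15% in these data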
Target sequence (P62136 whole entry, looked up): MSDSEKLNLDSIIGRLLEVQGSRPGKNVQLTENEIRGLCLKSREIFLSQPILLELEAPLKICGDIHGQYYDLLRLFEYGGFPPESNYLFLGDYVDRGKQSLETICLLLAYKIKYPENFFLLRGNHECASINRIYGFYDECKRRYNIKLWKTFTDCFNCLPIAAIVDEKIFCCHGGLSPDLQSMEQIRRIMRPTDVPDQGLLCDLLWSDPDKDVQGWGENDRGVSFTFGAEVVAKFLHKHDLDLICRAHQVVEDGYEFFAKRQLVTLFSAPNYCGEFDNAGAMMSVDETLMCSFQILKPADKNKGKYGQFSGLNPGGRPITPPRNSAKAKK
TPT1 inhibitor: blocks Candida albicans tRNA 2'-phosphotransferase; recombinant caTPT1, FP RNA substrate dephosphorylation; inhibition, % at 5 µM; actives 0.81% (n = 300,000); AID 1962;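 active means inhibition above the mean of all tested compounds plus 3 SD, set per screening campaign, cut at about 24% in these data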;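 further: plate controls were DMSO alone for no effect and ferristatin control at 100 nM for full effect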
* marks the source's active call; other numbers are inactive results.

The line under a structure holds: PP5 primary	JMJD2C inh	Fh CTSL1 inh	LYPLA2 inh	PREPL inh	core dimer inh	Efflux pump mplx	PP1 inh	TPT1 inhibitor
CCC(=O)Nc1ccc(NC(=O)c2cc3ccccc3o2)c(OC)c1
 : 1.9	6	6	4	14	-15	-0.2	2	-1
COc1ccccc1C(=O)OCC(=O)Nc1ccc(OC(F)F)cc1
 : -0.1	0	-3	0	-1	5	0.0	-1	-2
COC(=O)c1cc(NC(=O)CN2CCC(C(N)=O)(N3CCCCC3)CC2)cc(C(=O)OC)c1
 : 3.2	0	0	4	-2	0	0.1	-5	1
CCN(CC)S(=O)(=O)c1ccc(C(=O)NNC(=O)c2csc(N3CCOCC3)n2)cc1
 : -0.9	57	2	3	1	1	0.0	-4	1
c1ccc(Nc2nc(-c3ccncc3)nc3ccccc23)cc1
 : 0.7	4	2	-6	1	0	0.8	2	-1
COc1ccc(C2=NN(C(C)=O)CC2c2cccc([N+](=O)[O-])c2)cc1 (stereo not given)
 : 1.4	0	-2	-5	17	11	-0.1	-2	-4
O=C(CSc1nnc(-c2cccnc2)n1CCc1ccccc1)N1CCCCC1
 : 0.5	3	-2	-7	5	4	-0.1	1	2
CC(C)(C)C(=O)n1nc(-c2ccccc2)oc1=O
 : -0.5	-1	0	-1	0	-6	-0.1	-3	-1
Cc1cc(C)n2nc(SCC(=O)N(Cc3ccccc3)C3CCS(=O)(=O)C3)nc2n1 (stereo not given)
 : 0.2	-18	0	4	14	0	-0.2	0	1
Cc1nc(S/C(=C/c2ccc(-c3cccc(Cl)c3)o2)C(=O)O)n[nH]1
 : -0.4	-7	3	0	13	2	0.1	5	25*
O=C(NC(=S)Nc1ccccc1F)C1CCCCC1
 : 3.6	19	0	6	-4	10	0.2	2	1
CCc1ccc(CCC(=O)Nc2ncc(Cc3ccccc3Cl)s2)o1
 : -0.5	1	0	-3	-2	7	0.1	6	2
COc1ccc(NC(=O)c2ccc(NS(=O)(=O)c3cccc4cccnc34)cc2)cc1
 : -1.2	4	-6	0	-5	2	-0.1	-2	-1
CCC(O)C1CCN(Cc2cn(Cc3ccccc3)nc2-c2cc3ccccc3o2)CC1 (stereo not given)
 : -2.8	-6	2	10	12	-12	-0.1	1	-5
CC12CCC(C(=O)N(CCC#N)CCC#N)(CC1=O)C2(C)C (stereo not given)
 : 2.4	13	8	-1	-5	-6	-0.4	-1	3
Cc1ccc(C2C3=C(CC(C)(C)CC3=O)N(CCN3CCOCC3)C3=C2C(=O)CC(C)(C)C3)cc1
 : 1.0	4	1	-1	11	-8	-0.1	3	-6
O=C(c1ccccc1)c1ccc(OC(=O)N2CCOCC2)cc1
 : -1.2	10	0	7	0	0	-0.1	-2	0
O=C(NNC(=O)c1cc2cc3ccccc3nc2s1)c1ccc(F)cc1
 : 3.7	8	1	-2	-16	18	-0.1	24*	0
COc1cc([C@H]2[C@@H]3CCCC[C@]3(O)CCN2CC(=O)Nc2ccc(C)cc2)ccc1O
 : -0.1	-2	7	-8	8	-8	-0.2	-4	1
COc1cc(C(=S)NC2CCCCC2)ccc1O
 : 1.6	12	1	5	6	-5	0.0	0	-2

A few values from the entries so far:
Reading for `O=C(c1ccccc1)c1ccc(OC(=O)N2CCOCC2)cc1` in PP5 primary: -1.2
Reading for `COc1ccc(C2=NN(C(C)=O)CC2c2cccc([N+](=O)[O-])c2)cc1` (stereo not given) in JMJD2C inh: 0

Remaining list, next part
The line under a structure holds: PP5 primary	JMJD2C inh	Fh CTSL1 inh	LYPLA2 inh	PREPL inh	core dimer inh	Efflux pump mplx	PP1 inh	TPT1 inhibitor
O=C(NCc1nc2ccccc2[nH]1)c1cccc(S(=O)(=O)N2CCCC2)c1
 : 1.4	-7	3	-1	12	-7	0.0	2	-4
O=C(CCCSc1nc2ccccc2s1)NC1=NCCS1
 : 1.3	4	-12	0	-2	-1	0.0	-2	4
COC(=O)CSc1nnc(-c2ccco2)o1
 : -1.4	27	0	6	1	-6	-0.1	2	-3
Cc1nc(Nc2cc(F)ccc2C)c2nnn(Cc3ccccc3)c2n1
 : 1.3	0	5	-6	-12	9	-0.1	-3	0
CCOC(=O)c1[nH]c(C)c(CCC(=O)OC)c1C
 : 0.8	3	0	6	-4	-3	0.0	-1	-4
COc1ccc(NC(=O)CSc2nc3c(cc2C#N)CN(C)CC3)cc1
 : -0.4	4	-1	3	10	3	-0.1	6	3
Cc1ccc(C(=O)N2CCC(C(=O)NC3CCCC3)CC2)cc1
 : -1.0	-5	-2	1	8	2	0.2	-4	1
Cc1ccccc1Cn1c(=O)n(-c2ccccc2)c(=O)c2ccc(C(=O)NCc3ccco3)cc21
 : -0.6	21	-2	-1	-4	1	0.0	-1	-4
Cc1cc(C(=O)CSc2nnc(-c3cccc(F)c3)n2N)c(C)n1Cc1ccc2c(c1)OCO2
 : 3.5	-4	2	0	-11	27	-0.1	10	-2
CCOc1ccc2nc(NC(=O)CSc3nc4c(c(=O)n(C)c(=O)n4C)n3CC)sc2c1
 : 2.6	3	2	1	15	-1	-0.1	-4	1
COc1ccccc1/C=C1\SC(=S)N(CCC(=O)Nc2nnc(C)s2)C1=O
 : 3.1	7	4	-4	-1	0	0.0	4	-1
CCOC(=O)c1c(N)sc2c1C1CCN2CC1
 : 1.7	-23	-2	-1	1	-5	-0.1	-1	2
COc1ccc(-n2c(=S)[nH]c3cc(C(=O)NCCCN4CCOCC4)ccc3c2=O)cc1
 : 0.8	-2	0	4	-9	2	-0.2	-7	1
Cc1sc2nc(C3CC3)nc(SCC(=O)N3CCCc4ccccc43)c2c1C
 : 3.6	3	0	-6	-5	3	-0.2	1	-1
CCOc1ccc(C(CC(=O)O)n2cnnn2)cc1 (stereo not given)
 : 0.9	3	-2	5	4	-2	-0.1	4	1
CC(C(=O)NCc1ccco1)c1ccc([N+](=O)[O-])cc1 (stereo not given)
 : 4.0	1	-2	6	-1	-9	0.0	-6	0
CCc1ccccc1NC(=O)CC1SCCNC1=O (stereo not given)
 : 1.7	-7	-1	0	-9	1	0.0	-3	1
CC(=O)N=c1c(C#N)cc2c(=O)n3ccccc3nc2n1Cc1ccccc1
 : 1.3	9	4	-3	10	14	0.1	-3	4
Cc1ccc(C)c(NC(=O)CCC(=O)N/N=C/c2cc([N+](=O)[O-])ccc2O)c1
 : 1.6	-8	2	12	6	-3	1.4*	-1	-4
COc1ccc(/C=N/NC(=O)CCN2CCCCC2c2cccnc2)cc1Cn1cc([N+](=O)[O-])cn1 (stereo not given)
 : -0.2	5	-1	4	0	2	0.0	-4	2
Cc1nc2sc(C(=O)Nc3ccccc3Cc3ccccc3)c(C)c2c(=O)[nH]1
 : 0.9	7	2	-1	-7	6	0.1	5	1
Cn1c(=O)c(C(=O)COc2ccc(F)cc2Cl)c(N)n(Cc2ccccc2)c1=O
 : 2.0	20	31*	-3	10	8	0.2	4	6
O=C(CN1C(=O)/C(=C/c2cccc(Br)c2)SC1=S)N1CCCC1
 : 2.7	3	0	2	-4	-2	0.6	1	-1
C=CCSc1nnc2c(n1)-c1cccc3cccc-2c13
 : 0.3	-5	5	-6	11	-3	0.1	0	3
COc1ccc(NC(=O)c2ccc3ncsc3c2)cc1
 : 0.0	3	-1	2	0	-29	0.0	-1	2
O=C(Cc1cccc2ccccc12)N1CCCc2ccccc21
 : 2.1	58*	3	12	-2	10	-0.1	5	-4
O=C(Nc1ccc(-c2csc(Nc3ccccc3)n2)cc1)c1ccccc1
 : 1.2	-1	3	-3	10	-5	-0.2	2	-5
COc1ccc(/C(O)=C2/C(=O)C(=O)N(c3ncccn3)C2c2ccc(F)cc2)cc1 (stereo not given)
 : -0.2	9	1	-2	5	2	-0.1	6	-1
CCc1nnc(NS(=O)(=O)c2ccc(N/C=C/C(=O)c3ccc(OC)cc3)cc2)s1
 : -0.5	0	-1	9	15	18	0.8	-1	3
O=C(CN1CCN(c2ccc(Cl)cc2)CC1)N1CCCC1
 : 1.8	5	9	0	16	0	-0.1	-1	2
CC(=O)N1CCN(C(=O)c2ccc(OC3CCN(CCc4ccccc4)CC3)cc2)CC1
 : -0.1	0	0	12	8	8	0.1	2	0
Cc1[nH]n(-c2ccccc2)c(=O)c1N=Nc1ccccc1C(=O)O
 : 2.7	-2	-3	2	2	5	-0.1	-2	-1
CC(CC(=O)NCc1ccc(Cl)cc1)S(=O)(=O)c1ccc2c(c1)NC(=O)CO2 (stereo not given)
 : 3.4	21	-3	10	1	8	0.0	-2	-1
O=C(CSC1c2ccccc2C(=O)N1c1ccccc1)N1CCOCC1 (stereo not given)
 : -1.1	2	-1	6	20	-1	0.0	-2	-1
CCOC(=O)CN1C(=O)N[C@@H](c2ccccc2)C(C(=O)OC)=C1C
 : -0.4	1	-2	-2	5	0	0.0	2	-4
Cc1ccccc1NC(=O)C(C)OC(=O)CCC(=O)N(CC(C)C)c1c(N)n(CC(C)C)c(=O)[nH]c1=O (stereo not given)
 : -1.1	-4	0	-3	3	0	0.3	2	4
CCC(COC(=O)Nc1cccc(C)c1C)NC(=O)OCC(C)C (stereo not given)
 : 5.0	-3	-1	4	2	-5	0.4	-10	1
Cc1ccc(N2CC(O)Cn3c2nc2c3c(=O)[nH]c(=O)n2C)cc1 (stereo not given)
 : 0.6	7	1	5	10	-5	-0.1	-1	-5
CC(C)C(C)NC(=O)COC(=O)c1cccc(C(=O)OCC(=O)NC(C)C(C)C)n1 (stereo not given)
 : -1.9	-4	3	-2	22	-5	-0.2	2	-5
Cc1ccccc1C(=O)Nc1ccc(O)cc1C(=O)O
 : -1.8	8	-5	-2	2	-3	0.1	0	1
Cc1ccc(C2C(C#N)=C(N)OC3=C2C(=O)CC(C)(C)C3)s1 (stereo not given)
 : 1.9	0	2	4	-6	-1	0.0	-1	-1
O=C(Nc1ccc(Cl)cc1)Nc1cc(S(=O)(=O)N2CCOCC2)ccc1N1CCCC1
 : 4.7	-6	2	-1	17	-4	-0.1	1	-2
CCNS(=O)(=O)c1ccc(NS(C)(=O)=O)cc1
 : -1.0	-3	1	0	1	-1	-0.1	-3	1
O=C(Cn1c(=O)n(Cc2ccco2)c(=O)c2c3c(sc21)CCCC3)Nc1ccccc1
 : -4.7	-5	-4	-84	5	48*	0.6	-1	3
c1ccc(-n2nnnc2-n2cnc3ccccc32)cc1
 : 1.1	-4	-2	5	-2	-1	0.0	2	-1
COC1C(C)=C(C)C(=O)N1Cc1ccc(F)cc1 (stereo not given)
 : 2.4	-18	-5	4	21	-12	0.0	-2	-3
COCCc1nnc(NC(=O)C23CC4CC(CC(C4)C2)C3)s1
 : 1.5	7	-1	-7	-1	11	0.0	-3	2
[O-][n+]1ccc(C(O)c2ccccc2)cc1 (stereo not given)
 : 1.9	1	3	4	13	-7	0.1	-2	0
O=C(CSc1nnc(CNC(=O)c2c(F)cccc2Cl)o1)NCc1ccc(F)cc1
 : -1.5	-2	-4	3	11	-20	-0.1	0	0
CC(=O)c1cccc(N(C(=O)c2ccccn2)C(C(=O)NC2CCCCC2)c2cccs2)c1 (stereo not given)
 : 2.6	-21	15	6	2	2	-0.5	-3	4

The list is partial; the hit share may differ from the screen's.
